# Bioassay records from PubChem BioAssay.
# 14-3-3 Bad PPI – disrupts binding of bovine 14-3-3 zeta to phospho-Bad peptide. TR-FRET 14-3-3zeta/Dy647-pBad peptide displacement, 1 h. 220,000 compounds, 0.71% hits. inhibition, % at 21.7 µM;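 active = inhibition above about 70%, limit read from the data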;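 also: 0% = full 14-3-3 plus peptide FRET controls and 100% = background without 14-3-3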
# Target sequence (P63103 whole entry, looked up): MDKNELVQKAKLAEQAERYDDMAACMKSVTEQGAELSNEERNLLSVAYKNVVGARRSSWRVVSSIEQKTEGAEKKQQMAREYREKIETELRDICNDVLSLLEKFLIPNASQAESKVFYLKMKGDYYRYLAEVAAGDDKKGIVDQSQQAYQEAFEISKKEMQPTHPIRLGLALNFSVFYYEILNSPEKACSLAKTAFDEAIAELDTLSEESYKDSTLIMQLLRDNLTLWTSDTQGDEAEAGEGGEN
# Wee1 degr inh – human Wee1 degradation inhibition, primary screen. P30291. HeLa Luc-Wee1K328M stability, luciferase luminescence; 100% = proteasome inhibitor MG132 effect. reporter increase, % at 5 µM. 220,000 compounds, 1.2% hits;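 active = activation above the mean of all tested compounds plus 3 SD, set per screening run, cut at about 8.8% in these data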;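 also: cells exposed to compound for 20 h before luminescence read; 0% = DMSO alone and 100% = MG132 at 30 µM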
# FXIa inh 1536 – blocks human coagulation factor XIa protease activity; purified FXIa, Boc-Glu-Ala-Arg-AMC fluorogenic substrate; inhibition, % at 5 µM; 220,000 compounds, 0.14% hits; AID 798;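 active = inhibition of at least 40%; inactive = inhibition below 40%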;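 also: fluorescence of freed AMC excited at 355 nm; 0% = enzyme without compound and 100% = no enzyme blank; many of its hits are not listed in these tables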
# Rad51 HR inh – blocks human Rad51 in homologous recombination; Q06609; hRad51 DNA strand exchange, fluorescence dequenching; inhibition, % at 10 µM; 200,000 compounds, 0.085% hits;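 active = inhibition above 40% at the single screening dose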;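 also: 0% = DMSO control wells and 100% = blanks with heterologous ssDNA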
#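 material = hRad51 filaments on single-stranded DNA | timing = filaments 15 min 37 °C, then compound 30 min | signal = FRET fluorescence dequenching, excitation 485 nm, emission 520 nm | benchmarks = control wells and blank wells on each plate | evaluation = percent inhibition relative to plate controls and blanks | compound = 10 µM final, single point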
# Mdm2 ligase inh – inhibitors of human Mdm2 E3 ubiquitin ligase; signal enhancement, % at 5 µM; 210,000 compounds, 0.11% hits; AID 1230; cell-based MDM2 ubiquitination luciferase reporter, 2 h; 0 = plate control, 100 = twice control, blank-subtracted; Q00987;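 active = signal enhancement of 30% or more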;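 also: luminescence tracks abundance of the self-degrading MDM2-luciferase fusion protein; higher signal means inhibition of MDM2 E3 ligase activity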
#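 System: stable MDM2–luciferase fusion reporter cells / Input: 2000 cells seeded into each well / Schedule: 4 h settle plus 2 h compound, 37 °C / Compound: single-point 5 µM / Buffer or medium: cells held in DMEM / Benchmarks: control and blank well means / Evaluation: percent signal gain over controls, blank-subtracted / Measured by: luciferase luminescence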
# hK5 inh – kallikrein 5 (human) inhibition | recombinant hK5, fluorogenic AMC substrate cleavage | 210,000 compounds, 0.59% hits | AID 873 | inhibition, % at 5 µM | Q9Y337;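 active = inhibition of 40% or more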;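 also: 0% = enzyme controls without compound and 100% = no-enzyme blanks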
# Target sequence (Q9Y337 67-293 limits assumed): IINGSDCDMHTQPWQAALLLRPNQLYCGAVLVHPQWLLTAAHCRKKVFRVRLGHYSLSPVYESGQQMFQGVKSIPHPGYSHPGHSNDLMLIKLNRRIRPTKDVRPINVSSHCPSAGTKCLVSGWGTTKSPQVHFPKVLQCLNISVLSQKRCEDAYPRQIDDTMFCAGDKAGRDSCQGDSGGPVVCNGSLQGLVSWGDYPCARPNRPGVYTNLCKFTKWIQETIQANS
# FXIIa inh – inhibitors of human coagulation factor XIIa; purified FXIIa, Boc-QGR-AMC fluorogenic substrate, 2 h; inhibition, % at 5 µM; 220,000 compounds, 0.3% hits; in the data active = inhibition above about 40%;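 also: 0% = enzyme with no compound and 100% = blank without enzyme; many of its hits are not listed in these tables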
# Target sequence (P00748 20-372 limits assumed): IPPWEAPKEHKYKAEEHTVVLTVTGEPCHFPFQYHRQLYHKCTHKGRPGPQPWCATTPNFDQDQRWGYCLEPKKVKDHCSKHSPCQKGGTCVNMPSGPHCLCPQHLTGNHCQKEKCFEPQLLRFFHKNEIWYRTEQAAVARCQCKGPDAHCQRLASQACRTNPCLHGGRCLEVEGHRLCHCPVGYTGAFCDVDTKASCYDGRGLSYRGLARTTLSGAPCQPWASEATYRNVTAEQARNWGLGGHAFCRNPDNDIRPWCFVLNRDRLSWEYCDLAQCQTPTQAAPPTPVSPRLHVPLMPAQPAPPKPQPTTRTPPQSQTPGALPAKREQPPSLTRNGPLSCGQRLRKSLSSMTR
# Target sequence (P00748 373-615 limits assumed): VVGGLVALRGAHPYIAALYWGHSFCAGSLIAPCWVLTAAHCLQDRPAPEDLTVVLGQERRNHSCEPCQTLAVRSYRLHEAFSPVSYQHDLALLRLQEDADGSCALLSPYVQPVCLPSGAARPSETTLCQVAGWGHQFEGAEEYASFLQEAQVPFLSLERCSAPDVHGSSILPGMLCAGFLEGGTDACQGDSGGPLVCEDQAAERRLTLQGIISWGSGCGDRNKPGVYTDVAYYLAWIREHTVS
# eIF4E 4G PPI – blocks eIF4E binding to eIF4G; P63073+Q04637; TR-FRET eIF4E-eIF4GI(517-606) binding, 2 h; inhibition, % at 21.7 µM; 220,000 compounds, 0.37% hits;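 active = inhibition above about 30%, limit read from the data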;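 also: 0% = full FRET control wells and 100% = background wells lacking eIF4GI fragment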
# p97 inhibitor – human p97 ATPase inhibition; inhibition, % at 8 µM; 220,000 compounds, 0.42% hits; AID 1481; recombinant p97 ATPase, Kinase-Glo ATP luminescence, 3 h; in the data active = inhibition above about 15%;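 also: 0% = DMSO vehicle and 100% = wells lacking enzyme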
# * marks the source's active call; other numbers are inactive results; x = no result given; [ ] = remark or other dose.
# Preview:
entry	smiles	14-3-3 Bad PPI	Wee1 degr inh	FXIa inh 1536	Rad51 HR inh	Mdm2 ligase inh	hK5 inh	FXIIa inh	eIF4E 4G PPI	p97 inhibitor
1	O=c1ccsn1Cc1ccccc1	-13.0[fluorescence artefact?]	2.2	5.5	3.8	2.2	-11.3	16.8	18.0[fluorescence artefact?]	1.8
2	O=C(CSc1nc2ccccc2[nH]1)Nc1ccc2c(c1)OCCO2	-1.4	-0.6	6.6	-0.9	-4.5	-0.3	8.3	1.6	-0.9

# This part in full, from the first entry:
entry	smiles	14-3-3 Bad PPI	Wee1 degr inh	FXIa inh 1536	Rad51 HR inh	Mdm2 ligase inh	hK5 inh	FXIIa inh	eIF4E 4G PPI	p97 inhibitor
1	O=c1ccsn1Cc1ccccc1	-13.0[fluorescence artefact?]	2.2	5.5	3.8	2.2	-11.3	16.8	18.0[fluorescence artefact?]	1.8
2	O=C(CSc1nc2ccccc2[nH]1)Nc1ccc2c(c1)OCCO2	-1.4	-0.6	6.6	-0.9	-4.5	-0.3	8.3	1.6	-0.9
3	Cc1ccc(S(=O)(=O)NCC(c2ccco2)N2CCOCC2)cc1 (stereo not drawn)	-2.6[fluorescence artefact?]	-1.7	-1.9	28.6	-11.7	8.9	9.6	-2.1[fluorescence artefact?]	-7.2
4	Cc1ccc(S(=O)(=O)CCc2nc3ccccc3[nH]2)cc1C	-2.6	-0.7	0.2	x	-15.9	5.6	5.3	-2.7	-4.7
5	Cc1ccc(/C=N/NC(=O)Cn2cncn2)cc1	30.9	1.4	-10.5	12.6	-8.5	-19.8	0.1	0.3	1.4
6	N#CCC(=O)N/N=C/c1ccc(OC2CSC2)cc1	-14.9	-0.8	-3.0	12.5	1.4	-2.7	2.1	0.1	9.7
7	CCN(Cc1ccccc1)C(=O)COC(=O)Cn1cnc2ccccc21	-0.8	-0.3	-1.6	3.6	-5.5	-0.9	4.7	2.3	0.1
8	COc1cccc(N/C(N)=N/c2nc(C(F)(F)F)cc(=O)[nH]2)c1	2.9	-1.3	2.7	-1.3	-2.2	-6.6	9.8	4.8	0.3
9	COc1ccc(CN2C(=O)CN(C3CCCCCC3)C(=O)C2c2ccc(F)cc2)cc1 (stereo not drawn)	-4.3	1.3	-1.6	x	-3.4	11.7	-1.4	-0.2	-0.8
10	COC(=O)C1=C(C)N(Cc2ccccc2)C(=O)N[C@H]1c1ccccc1	3.7	-2.4	18.2	-4.5	x	-2.1	11.1	1.0[fluorescence artefact?]	-3.9
11	CCOC(=O)c1ccc(NC(=O)CSc2nnc(C3CC3)n2C)cc1	-13.7[fluorescence artefact?]	3.7	-3.9	-2.4	-4.8	-5.7	-0.9	2.5	0.1
12	CCOc1ccc(C(C)=O)cc1N1C(=O)C2C3C=CC(C3=C(C)C)C2C1=O (stereo not drawn)	-10.5	0.1	-0.9	4.7	-14.3	-1.0	0.5	-6.1	-5.3
13	CCN(C(=O)COC(=O)c1cc(C)n(-c2ccc(F)cc2)c1C)C1CCS(=O)(=O)C1 (stereo not drawn)	-2.4	0.7	7.2	5.8	-18.4	-1.6	20.3	5.2	-1.2
14	Cc1cccc(C)c1NC(=O)CNc1ccccc1	-10.6	-0.6	-1.4	-5.5	-0.5	17.3	8.3	-7.7	-1.7
15	C#CCSc1nc(=O)c2cccnc2n1-c1ccc(C)cc1	3.0	3.8	-0.6	-6.3	-7.1	-10.6	3.9	-0.4	-4.2
16	Cc1ccc(C(N)=O)cc1S(=O)(=O)Nc1cccc(C)c1C	-4.1	2.8	-7.0	-0.3	-20.1	-2.6	3.4	3.6	3.0
17	COc1ccc(-n2c(CN3CCN(Cc4ccccc4)CC3)nc3ccc([N+](=O)[O-])cc3c2=O)c(OC)c1	-10.1	-2.0	-4.6	-2.8	6.6	-3.5	0.7	0.0	3.2
18	Cc1c(Cl)cccc1NC(=O)CNC(=O)c1ccc(F)cc1	5.9	1.5	1.4	9.0	-2.4	-14.2	12.3	-2.2	3.0
19	CC(C)Nc1nc(SC(C)C(=O)Nc2ccccc2)nc(N(C)C)n1 (stereo not drawn)	6.9	10.3*	-2.7	-0.8	-30.6	-9.4	3.2	-0.9	-0.5
20	C=C(C)[C@H]1CC=C(C)/C(=N/NC(=O)CNc2ccccc2OC)C1	-8.0	-1.3	1.2	4.3	-3.0	-4.0	5.9	-7.6	0.4
21	O=C1OCCC1Sc1nc(-c2ccccc2)cs1 (stereo not drawn)	6.6	3.3	4.9	22.1	2.5	8.3	9.6	2.3	-0.5
22	O=S(=O)(c1ccc(OCC(O)CN2CCCCC2)cc1)N1CCOCC1 (stereo not drawn)	1.2	1.6	7.9	6.2	10.5	6.5	13.5	-4.1	2.5
23	N#Cc1c(Nc2ccccc2)sc(C(=O)c2ccc(F)cc2)c1N	-35.0[fluorescence artefact?]	1.4	0.8	2.8	-3.6	-34.7	5.2	0.1[fluorescence artefact?]	6.8
24	O=C(c1ccco1)N1CCN(c2ncnc3scc(-c4ccccc4)c23)CC1	7.8	0.8	-14.4	-1.6	-18.8	-4.0	-4.5	-0.5	-3.5

# An excerpt from above in order of formula weight, low to high.
entry	smiles	14-3-3 Bad PPI	Wee1 degr inh	FXIa inh 1536	Rad51 HR inh	Mdm2 ligase inh	hK5 inh	FXIIa inh	eIF4E 4G PPI	p97 inhibitor
23	N#Cc1c(Nc2ccccc2)sc(C(=O)c2ccc(F)cc2)c1N	-35.0[fluorescence artefact?]	1.4	0.8	2.8	-3.6	-34.7	5.2	0.1[fluorescence artefact?]	6.8
24	O=C(c1ccco1)N1CCN(c2ncnc3scc(-c4ccccc4)c23)CC1	7.8	0.8	-14.4	-1.6	-18.8	-4.0	-4.5	-0.5	-3.5
17	COc1ccc(-n2c(CN3CCN(Cc4ccccc4)CC3)nc3ccc([N+](=O)[O-])cc3c2=O)c(OC)c1	-10.1	-2.0	-4.6	-2.8	6.6	-3.5	0.7	0.0	3.2

# Continuation.
entry	smiles	14-3-3 Bad PPI	Wee1 degr inh	FXIa inh 1536	Rad51 HR inh	Mdm2 ligase inh	hK5 inh	FXIIa inh	eIF4E 4G PPI	p97 inhibitor
25	O=C(CSCc1ccc(F)cc1)NCc1ccco1	4.2	1.6	-3.6	1.1	-1.1	1.9	6.0	0.3	3.7
26	O=C(Nc1ccc(S(=O)(=O)Nc2ccccc2)cc1)c1ccc(CN2CCOCC2)cc1	-1.6	-3.9	-4.1	-3.2	-31.2	3.2	5.8	2.3	-6.8
27	C/C(=N\NS(=O)(=O)c1ccc(C)c([N+](=O)[O-])c1)c1cc2ccccc2o1	-4.7[fluorescence artefact?]	-1.0	11.5	4.1	-89.6	106.6*	15.1	0.5[fluorescence artefact?]	-1.0
28	O=C(Cc1ccc(Cl)c(Cl)c1)Nc1ccc(SC(F)F)cc1	10.5	4.7	-4.8	26.4	-3.4	-8.3	-0.2	5.8	-6.3
29	OCCN1CCN(C(=S)Nc2cccc(C(F)(F)F)c2)CC1	-0.7	0.5	0.0	18.2	x	5.7	7.5	2.3	2.6
30	O=C(Cn1cccc1C(=O)c1ccccc1)NCCC1=CCCCC1	-13.2	0.9	3.8	3.0	-6.3	-320.7	4.8	1.4	-4.0
31	C#Cc1ccc(C(=O)Nc2ccc(N3CCC(C)CC3)c(C(N)=O)c2)cc1	-25.4	-1.3	-1.5	5.1	-8.8	11.7	11.3	4.1	3.2
32	CCn1c(SCC(=O)Nc2cc3oc4ccccc4c3cc2OC)nnc1-c1cccs1	-0.4	0.2	4.5	-1.0	-5.0	-8.4	14.9	-25.8	11.8
33	CC1CC(C)CN(CCC(=O)Nc2cccc(Cl)c2)C1 (stereo not drawn)	8.8	-0.3	7.9	-6.1	-6.8	-24.3	14.2	-1.7	6.6
34	CN(C)S(=O)(=O)c1cc(NC(=O)COC(=O)Cc2cccc3ccccc23)ccc1Cl	-2.3	-1.6	-1.3	-5.2	-4.9	-5.5	9.9	-5.3	2.2
35	CCCCOC(=O)/C=C/c1ccc(OC(=O)OC)c(OC(=O)OC)c1	-1.7[fluorescence artefact?]	-1.8	-1.2	-2.4	-11.5	-6.2	4.5	5.3	4.2
36	Cc1ccc(-c2c3c(=O)n(C)c(=O)n(C)c3cn2N2CCOCC2)cc1	8.3	-2.7	-2.5	1.7	9.7	-1.7	8.3	4.8	-2.0
37	O=S(=O)(Nc1ccccc1O)c1ccc(-c2ccccc2)cc1	2.7	2.2	-7.2	10.0	-18.5	-9.8	5.1	3.1	-1.8
38	CC1CCCC(NC(=O)C2c3ccccc3C(=O)N2Cc2cccs2)C1C (stereo not drawn)	-13.2	-0.1	-0.3	11.8	-8.6	-14.9	1.4	0.9	-4.7
39	Cc1ccc(OCC(=O)Nc2ccc(S(=O)(=O)Nc3onc(C)c3C)cc2)cc1	41.9	0.1	-1.7	3.1	-1.3	3.3	10.4	3.5	4.0
40	Cc1cc(C)n(C(=O)/C(C#N)=N/Nc2cc(Cl)cc(Cl)c2)n1	22.0	-1.5	30.1	7.6	-36.7	21.7	23.3	7.0	-1.7
41	Clc1ccc2c(c1)nc1n2CCCC1	-4.1	5.3	2.6	x	x	2.7	12.9	-12.0	-2.6
42	NC(=O)NC(CC(=O)NCCc1ccc(S(N)(=O)=O)cc1)c1ccccc1Cl (stereo not drawn)	-2.7	-0.1	-1.1	-1.4	2.6	-3.4	2.8	-2.6	6.1
43	CCOC(=O)C(C)Oc1cccc2c(=O)n(CC(=O)NCCc3ccccc3)ccc12 (stereo not drawn)	4.5	-0.3	-1.2	x	-0.8	-1.5	3.0	-5.1	-6.2
44	Cc1ccc(CCNC(=O)CNC(=S)N(Cc2ccccc2)Cc2cccnc2)cc1	-10.2	15.4*	-3.0	21.0	-11.5	-3.3	6.5	-0.5	0.7
45	O=c1cc(-c2ccc(O)c(O)c2)oc2cc(O)cc(O)c12	21.6	x	0.7	-0.3	5.3	2.8	0.5	2.5	x
46	Cc1ccc2c3c([nH]c2c1C)-c1nonc1CC3	-3.7	1.1	2.4	3.5	-5.0	-6.8	7.8	-1.4	1.7
47	O=C(NCCCN1CCCC1)C1CCC(=O)N1C1CCCCC1 (stereo not drawn)	-1.1[fluorescence artefact?]	0.6	7.0	6.2	-11.9	-20.3	13.6	2.4[fluorescence artefact?]	-0.5
48	O=C(N/N=C/C1=Cc2ccccc2OC1)c1ccncc1	-3.0	12.9*	0.0	-1.2	-1.0	0.0	9.8	-3.3	3.5
49	COc1ccc(-c2csc(Nc3ccc(S(=O)(=O)Nc4cc(C)on4)cc3)n2)cc1C	1.8	-0.9	1.0	2.3	-9.1	7.8	5.3	1.7	10.6
50	O=C(CSc1nnc(CNC(=O)c2cccs2)o1)Nc1ccccc1	-9.1	18.0*	-3.3	4.0	24.6	-0.3	6.8	2.4	12.4
51	CCCS(=O)(=O)N1CCCC(C(=O)NCCCN(C)c2ccccc2)C1 (stereo not drawn)	x	-1.4	-5.2	-1.7	-17.9	-14.1	1.5	x	-2.0
52	O=c1c(-c2nc3ccccc3o2)c2oc3ccccc3n2c2ccccc12	4.4	-2.0	-16.0	-0.5	-18.5	-22.3	-4.2	-5.3	12.9
53	C[N+]1(CC(=O)OCCCc2ccccc2)CCCCC1	32.0	4.3	2.8	1.8	-35.7	9.8	9.3	16.8	-5.0
